Source: PubChem (several laboratories)
TNAP inh hi DEA: inhibitors of human TNAP at high phosphate acceptor concentration | inhibition, % at 20 µM | AID 1135 | 200,000 tested, 0.03% active | purified TNAP, CDP-star luminescence, 1 M DEA | P05186;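 active = over 50% inhibition of tissue-nonspecific alkaline phosphatase at 20 µM in the single-dose screen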;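 note: plate controls were DMSO wells for no effect and EDTA-quenched wells as full inhibition for full effect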
Target sequence (P05186 whole entry, looked up): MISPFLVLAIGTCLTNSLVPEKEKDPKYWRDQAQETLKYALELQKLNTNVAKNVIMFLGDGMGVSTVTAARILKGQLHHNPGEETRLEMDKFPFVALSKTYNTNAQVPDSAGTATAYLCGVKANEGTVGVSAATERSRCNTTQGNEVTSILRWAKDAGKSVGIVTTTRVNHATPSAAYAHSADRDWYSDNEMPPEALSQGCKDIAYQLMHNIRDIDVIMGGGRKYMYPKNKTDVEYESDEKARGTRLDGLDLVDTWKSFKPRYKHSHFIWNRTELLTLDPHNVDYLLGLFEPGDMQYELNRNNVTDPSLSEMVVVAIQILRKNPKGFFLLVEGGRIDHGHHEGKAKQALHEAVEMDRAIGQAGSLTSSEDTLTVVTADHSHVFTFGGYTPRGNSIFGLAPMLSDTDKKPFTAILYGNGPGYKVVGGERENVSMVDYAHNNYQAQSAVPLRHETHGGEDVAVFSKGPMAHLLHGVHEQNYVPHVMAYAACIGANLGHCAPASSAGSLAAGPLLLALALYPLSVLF
RAM network inh: inhibitors of the yeast RAM network. inhibition, % at 50 µM. 190,000 tested, 1.8% active. S. cerevisiae dse1pr::URA3 reporter, 5-FOA growth OD615, 2 d; analog-sensitive cbk1-as2 kinase mutant strain. AID 868;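 active = inhibition above a set limit, 3 SD over mean compound inhibition, cut at about 8.4% in these data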;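 note: 0% = DMSO-only wells with no growth and 100% = 10 µM 1-NA-PP1 full growth; inhibition rescues growth on 5-FOA so higher OD means more RAM inhibition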
TNAP inh no acc: blocks human TNAP activity with no phosphate acceptor present; AID 1012; P05186; purified TNAP, CDP-star luminescence, 30 min; inhibition, % at 20 µM; 200,000 tested, 0.26% active;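 active = tissue-nonspecific alkaline phosphatase inhibition above about 50% at 20 µM in the single-dose screen, limit read from the data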;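 note: 0% = DMSO negative control and 100% = EDTA positive control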
PMI act: activators of human phosphomannose isomerase. P34949. purified human PMI, coupled resazurin fluorescence, 20 min; stronger effect = higher value; 1 = vehicle control, 0 substrate-free wells. activation factor at 20 µM. 190,000 tested, 0.005% active;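 active = activation factor of 2 or more at 20 µM, relative to plate controls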
Target sequence (P34949 whole entry, looked up): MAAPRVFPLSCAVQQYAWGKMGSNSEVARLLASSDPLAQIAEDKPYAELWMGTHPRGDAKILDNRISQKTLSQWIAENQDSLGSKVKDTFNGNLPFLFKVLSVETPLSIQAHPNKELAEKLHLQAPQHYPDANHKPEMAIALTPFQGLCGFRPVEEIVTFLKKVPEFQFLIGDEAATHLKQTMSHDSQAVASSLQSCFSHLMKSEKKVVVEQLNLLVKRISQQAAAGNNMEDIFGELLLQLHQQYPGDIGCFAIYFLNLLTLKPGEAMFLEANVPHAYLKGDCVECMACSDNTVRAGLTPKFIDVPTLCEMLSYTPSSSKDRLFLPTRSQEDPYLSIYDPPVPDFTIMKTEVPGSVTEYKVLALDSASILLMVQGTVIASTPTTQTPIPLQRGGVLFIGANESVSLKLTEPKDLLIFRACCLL
PMI act satM6P: activators of human phosphomannose isomerase at near-saturating mannose 6-phosphate; P34949; coupled PMI enzyme assay, resazurin fluorescence, 20 min; stronger effect = higher value; 1 = untreated enzyme, 0 = substrate-free blank; 190,000 tested, 0.34% active; activation factor at 20 µM;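 active = activation factor of 2 or more at 20 µM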
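Material: human phosphomannose isomerase with PGI, G6PDH, diaphorase coupling enzymes / Reagent: Man-6-P substrate 1.0 mM / Dosing: single compound dose of 20 µM, 1% DMSO final / Incubation: enzyme reaction with compound 20 min at room temperature / Signal: resorufin fluorescence (Ex 544/Em 590 nm) from resazurin via diaphorase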
Hsp70 act: switches on Hsp70 transcription; 200,000 tested, 0.04% active; activation, % at 10 µM; HeLa Hsp70 promoter luciferase reporter, luminescence; scaled: vehicle 0, proteasome-inhibitor control 100%;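 active = activation above the mean across all tested compounds plus 3 SD, cutoff set per campaign, cut at about 5.5% in these data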;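 note: 100% = MG132 at 30 µM as the positive control and 0% = DMSO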
Lmaj promast: inhibitors of Leishmania major promastigote growth; Leishmania major promastigotes, resazurin fluorescence viability; inhibition, % at 10 µM; 200,000 tested, 9% active; AID 1063; in the data active = inhibition above about 50%;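 note: promastigotes grown with compound for 44 hours at 28 °C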
Efa HMGR inh: E. faecalis class II HMG-CoA reductase inhibition | purified E. faecalis HMGR, NADPH absorbance 340 nm kinetic | inhibition, % at 10 µM | 190,000 tested, 0.41% active | AID 1066;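 active = inhibition above a set limit, the median over all tested compounds plus 3 SD, cut at about 9.5% in these data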;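 note: enzyme runs in reverse so mevalonate oxidation gives rising NADPH absorbance; 0% = complete reaction with DMSO and 100% = background rate lacking mevalonate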
Redox H2O2 prof: compounds producing H2O2 with reducing agent – biochemical, NIH compound library profiling, artefact control for MLSCN library redox annotation, primary screen; DTT-dependent redox cycling H2O2, phenol red/HRP absorbance; 100% = 100 µM peroxide control, 0% = buffer; 200,000 tested, 0.03% active; activation, % at 10 µM;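 active = activation of at least 50% relative to the plate's high and low controls in the primary single-dose screen; inactive = activation below 50%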;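 note: compound incubated with DTT at 0.8 mM final as the reducing agent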
S1P3 antagonist: S1P3 (human) receptor antagonism | AID 485 | inhibition, % at 4.98 µM | 170,000 tested, 0.27% active | CHO S1P3 NFAT-BLA reporter, FRET fluorescence, antagonist mode;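 active = inhibition above the plate cutoff, the mean inhibition of test wells on that plate plus 3 SD, cut at about 28% in these data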;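 note: cells challenged with S1P at its EC80 of 0.8 µM; blue over green emission ratio from cleaved BLA substrate after 4 h stimulation; 0% = S1P-stimulated wells and 100% = unstimulated DMSO-only wells; some compounds past the cut are filed as inactive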
Numbers without * were called inactive; x = not tested or not shown.

Compound | TNAP inh hi DEA | RAM network inh | TNAP inh no acc | PMI act | PMI act satM6P | Hsp70 act | Lmaj promast | Efa HMGR inh | Redox H2O2 prof | S1P3 antagonist
CCOC(=O)C(NC(C)=O)(Nc1ccc(F)cc1)C(F)(F)F (stereo unspecified) | 0 | -0.3 | -6 | 1 | 0.9 | -0.2 | 8 | -4 | 1.2 | -2
Cc1ccc(-c2nn(-c3ccccc3)cc2CN(Cc2ccccc2)C(=O)CCC(=O)O)o1 | 1 | 7.1 | -6 | 0.8 | 0.9 | -0.4 | -3 | -2 | 1.7 | -21
COc1cc(C(=O)OCC(=O)NC(=O)C2CCCCC2)ccc1OC(F)F | -3 | 0.1 | -4 | 1 | 0.9 | 1.0 | -4 | -7 | -2.0 | -5
COc1cc(/C=N/NC(=O)c2cc(-c3c(C)nn(-c4ccccc4)c3C)n[nH]2)ccc1O | 1 | -0.8 | -44 | 0.9 | 1 | 0.4 | 43 | -4 | -0.9 | -15
COc1ccc(OCCCC(=O)Nc2ccc3c(c2)OCO3)cc1 | -8 | 3.7 | -9 | 1 | 0.9 | -0.4 | -5 | -12 | 2.4 | -19
O=C(Cn1nnc2ccccc2c1=O)N1CCOCC1 | -6 | 0.0 | -4 | 0.9 | 0.9 | -0.2 | -8 | -3 | 0.1 | -18
O=c1c2ccc([N+](=O)[O-])cc2ncn1CCOc1ccccc1 | -8 | 1.8 | -9 | 1.1 | 0.9 | 0.4 | 36 | -2 | 0.1 | -3
COc1ccc(OC)c(CNC(=O)C2CCN(C(=O)N(C)C)CC2)c1 | -4 | 0.0 | -15 | 0.9 | 1 | -0.2 | -9 | -1 | -2.5 | 20
CCN1CCN(C(=O)CCc2ccc(S(=O)(=O)NCCc3ccccc3)cc2)CC1 | 1 | -0.9 | -2 | 0.9 | 0.9 | -0.3 | 23 | -4 | 1.0 | x
CCOC(=O)C1CCCN(CCC(=O)Nc2ccc(F)c(F)c2)C1 (stereo unspecified) | -4 | -2.1 | -8 | 0.9 | 1.1 | -0.1 | 43 | -8 | 1.9 | -2
O=C(NNc1nc2c(F)cccc2s1)c1ccc(F)cc1 | -1 | 4.3 | -154 | 1.1 | 1.1 | -0.1 | -3 | 1 | 0.0 | -12
Cc1ccccc1C(=O)N1CCC(C(=O)Nc2cccc(F)c2)CC1 | -6 | 0.9 | -15 | 1 | 1.1 | -0.1 | -2 | -10 | -5.0 | 12
Cc1ccc(C)c(NC(=O)CNS(=O)(=O)c2ccccc2)c1 | -4 | 1.3 | -11 | 0.8 | 0.9 | 0.0 | -1 | 0 | 0.7 | -44
CC12CN3CC(C)(CN(C1)C3c1ccc(F)cc1)C2 (stereo unspecified) | 0 | 1.4 | -13 | 1.1 | 1.1 | -0.1 | -4 | 0 | -0.4 | -20
CCN(CC)c1nc(C)c(C(C)=O)cc1C#N | -6 | 1.2 | -8 | 1.1 | 1.1 | -0.4 | 2 | -2 | 0.2 | x
Cc1ccccc1/C=N\NC(=O)c1ccccc1-n1cccc1 | 1 | 3.2 | -4 | 1 | 0.8 | -0.2 | 2 | -7 | -2.0 | -3
COCCNC(=O)Cn1c(=O)n(C)c2ccccc21 | -3 | 0.0 | -4 | 0.9 | 0.9 | -0.2 | -6 | -3 | 0.3 | x
CCn1c(CC(=O)Nc2ccccc2)n[nH]c1=S | -4 | -0.1 | 6 | 0.9 | 0.9 | 0.1 | -7 | -2 | -0.3 | -16
Cc1noc(C)c1S(=O)(=O)N(CC(=O)NCc1ccc(Cl)cc1)c1ccc2c(c1)OCO2 | -6 | 5.2 | 6 | 1 | 0.9 | 0.6 | -4 | -1 | 0.2 | -10
Nc1nc(-c2ccccc2)c(-c2ccc([N+](=O)[O-])cc2)s1 | 11 | 6.4 | 10 | 1 | 1 | -0.1 | 5 | -11 | -2.0 | -17

Arranged by molecular weight (high to low): part of the list above
Compound | TNAP inh hi DEA | RAM network inh | TNAP inh no acc | PMI act | PMI act satM6P | Hsp70 act | Lmaj promast | Efa HMGR inh | Redox H2O2 prof | S1P3 antagonist
Cc1noc(C)c1S(=O)(=O)N(CC(=O)NCc1ccc(Cl)cc1)c1ccc2c(c1)OCO2 | -6 | 5.2 | 6 | 1 | 0.9 | 0.6 | -4 | -1 | 0.2 | -10
COc1cc(C(=O)OCC(=O)NC(=O)C2CCCCC2)ccc1OC(F)F | -3 | 0.1 | -4 | 1 | 0.9 | 1.0 | -4 | -7 | -2.0 | -5
COc1ccc(OC)c(CNC(=O)C2CCN(C(=O)N(C)C)CC2)c1 | -4 | 0.0 | -15 | 0.9 | 1 | -0.2 | -9 | -1 | -2.5 | 20
Cc1ccccc1C(=O)N1CCC(C(=O)Nc2cccc(F)c2)CC1 | -6 | 0.9 | -15 | 1 | 1.1 | -0.1 | -2 | -10 | -5.0 | 12
COc1ccc(OCCCC(=O)Nc2ccc3c(c2)OCO3)cc1 | -8 | 3.7 | -9 | 1 | 0.9 | -0.4 | -5 | -12 | 2.4 | -19
CCOC(=O)C(NC(C)=O)(Nc1ccc(F)cc1)C(F)(F)F (stereo unspecified) | 0 | -0.3 | -6 | 1 | 0.9 | -0.2 | 8 | -4 | 1.2 | -2
Cc1ccc(C)c(NC(=O)CNS(=O)(=O)c2ccccc2)c1 | -4 | 1.3 | -11 | 0.8 | 0.9 | 0.0 | -1 | 0 | 0.7 | -44
O=c1c2ccc([N+](=O)[O-])cc2ncn1CCOc1ccccc1 | -8 | 1.8 | -9 | 1.1 | 0.9 | 0.4 | 36 | -2 | 0.1 | -3
O=C(NNc1nc2c(F)cccc2s1)c1ccc(F)cc1 | -1 | 4.3 | -154 | 1.1 | 1.1 | -0.1 | -3 | 1 | 0.0 | -12
CCN(CC)c1nc(C)c(C(C)=O)cc1C#N | -6 | 1.2 | -8 | 1.1 | 1.1 | -0.4 | 2 | -2 | 0.2 | x

(listing goes on)
Compound | TNAP inh hi DEA | RAM network inh | TNAP inh no acc | PMI act | PMI act satM6P | Hsp70 act | Lmaj promast | Efa HMGR inh | Redox H2O2 prof | S1P3 antagonist
Cn1c(COc2ccc3ccccc3c2)nnc1SCC(=O)OC1CCCCC1 | -8 | 0.8 | -4 | 1 | 0.9 | -0.3 | 1 | -1 | 1.8 | x
Cc1n[nH]c(=O)n1-c1ccc(OCc2ccccc2)cc1 | -5 | 1.6 | -3 | 1 | 1 | 0.2 | -5 | 4 | 0.8 | 5
O=C(COc1ccc2ccccc2c1)N1CCN(c2ccccc2O)CC1 | -4 | 2.1 | -9 | 0.9 | 0.9 | -0.5 | -1 | -5 | 0.1 | x
CCCCOC(=O)C1CCC[C@@H](C)N1 (stereo partly specified) | -2 | 1.5 | 0 | 1.1 | 0.9 | -0.1 | -1 | -1 | 2.2 | x
CCN(CC)c1ccc(NC(=O)COC(=O)CCC(=O)c2ccc(F)cc2)cc1 | -2 | 1.4 | -4 | 1 | 1 | -0.4 | -6 | -1 | -0.5 | x
COc1ccc(CCNC(=O)C2CCCN(S(C)(=O)=O)C2)cc1OC (stereo unspecified) | 0 | -1.6 | -8 | 1 | 1 | -0.5 | 1 | -5 | 0.1 | x
Cc1[nH]c2ccccc2c1C(c1ccccn1)c1c(C)[nH]c2ccccc12 | 8 | 4.4 | 7 | 1.1 | 1.3 | 0.1 | 50 | -8 | 0.8 | x
Cc1cc(N2CCN(C)CC2)n2cc(-c3ccc(F)cc3)nc2n1 | -3 | 2.4 | -15 | 1 | 0.9 | -0.2 | -1 | 0 | 0.8 | x
O=C(/C=C/c1ccc([N+](=O)[O-])cc1)NCCc1ccccc1 | -6 | 6.7 | -12 | 1 | 1 | -0.1 | 2 | -1 | -2.1 | -2
Cc1cc(C)c(NC(=O)CN(c2ccccc2)S(=O)(=O)N(C)C)c(C)c1 | -7 | 0.4 | -19 | 1 | 1 | -0.3 | -2 | 0 | 1.0 | x
COc1cc(N/C(N)=N/c2nc(C)cc(C)n2)c(OC)cc1Cl | 0 | 0.8 | -3 | 1 | 1 | 0.0 | 32 | -9 | -0.1 | 12
CCn1nc(NC(=O)c2cccs2)c2cc3ccccc3nc21 | -2 | -1.4 | -11 | 0.8 | 0.8 | -0.3 | 29 | 5 | -0.1 | 0
COc1ccccc1Cn1cnc2cccnc21 | -5 | -0.4 | -6 | 0.9 | 0.9 | -0.2 | 3 | 1 | 0.2 | -15
COc1ccc(N2C(=S)N=C(Nc3cccc(C)c3)C23CCCCC3)cc1 | -1 | 3.5 | -3 | 1 | 1 | -0.3 | 9 | -2 | -0.8 | -18
Cc1nc2ccccc2cc1C(=O)N/N=C/c1cccs1 | 1 | 0.8 | -18 | 1 | 1 | -0.3 | 2 | -9 | -0.3 | 7
CCc1cc(=O)oc2cc(OCC(=O)N3CCc4ccccc43)ccc12 | -9 | x | -12 | 1.1 | 1 | x | x | x | x | -11
CCCCNC(=O)C1CCN(C/C(C)=C/c2ccccc2)CC1 | -1 | 1.2 | -9 | 1 | 1 | -0.1 | 91* | 3 | -0.2 | x
Nc1nc2ccccc2n1/N=C/c1cccnc1 | x | 0.5 | x | x | x | -0.3 | 21 | -2 | 1.4 | x
CC(=O)Oc1ccc(NC(=O)Cc2ccccc2)cc1 | -8 | 1.4 | -19 | 0.9 | 1 | -0.2 | -6 | -10 | 1.9 | -29
Oc1[nH]c2ccccc2c1C1=NCCCC1 | -8 | 0.1 | -10 | 1 | 1 | -0.3 | 2 | -3 | 2.8 | -1
COCCNC(=O)Nc1ccc2nc(-c3cccs3)c(-c3cccs3)nc2c1 | 1 | 2.7 | -10 | 0.9 | 1 | -0.4 | 27 | -2 | 1.1 | x
Cc1cc(Cn2ccnc2)c(C)cc1Cn1ccnc1 | -4 | 0.8 | -2 | 0.8 | 0.8 | -0.3 | 98* | -3 | 0.0 | x
Cc1ccc(/C=C/C(=O)Nc2nnc(SCc3ccc(C#N)cc3)s2)o1 | -4 | 4.9 | -7 | 1 | 1.1 | -0.4 | 1 | -2 | -0.3 | -10
Cc1ccc(-c2ccc(/C=C(\C#N)C(N)=S)o2)c([N+](=O)[O-])c1 | 1 | 5.7 | 10 | 1 | 0.6 | -0.3 | 0 | -10 | 0.3 | 4
COC(=O)c1ccc(NC(=O)CSc2nnc(-c3ccncc3)n2C)cc1 | -3 | 0.6 | -1 | 0.9 | 0.9 | -0.2 | 5 | 5 | 0.9 | -7
CCOC(=O)c1sc(C)c2c1NC(c1ccc(N(C)C)cc1)NC2=O (stereo unspecified) | -3 | 5.4 | -10 | 1 | 0.9 | -0.2 | -3 | 0 | -3.2 | x
